aDG glyco act – activators of alpha-DG glycosylation, primary screen, uHTS, Pro5-aDG cells, AlphaScreen; alpha-DG glycosylation AlphaScreen (IIH6); 0% Pro5, 100% B10-LARGE cell signal; activation, % at 10 µM; 0.22% of 360,000 active; AID 624168, 2012;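 active = activation of at least 8% versus controls, or a plate z-score of at least 8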;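 note: Pro5 are CHO cells carrying HIG-tagged alpha-DG that lacks glycosylation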
NR2E3 ag-1 – NR2E3 agonists in two-hybrid cells, primary screen, cell-based, luminescence, CHO-S, Gal4-NCOR/VP16-NR2E3. Photoreceptor-specific nuclear receptor (Homo sapiens), Q9Y5X4. luciferase. inhibition of corepressor binding, % at 3.98 µM. 0.35% of 360,000 active. AID 602229, 2012;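 active = inhibition above the mean of all tested compounds plus 3 SD, cut at about 70% in these data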;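 note: 0% = DMSO with NR2E3 transfected cells and 100% = cells lacking NR2E3 construct; higher means lower luciferase signal from less NR2E3 corepressor binding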
Target sequence (Q9Y5X4 whole entry, looked up, the tested form may be a part): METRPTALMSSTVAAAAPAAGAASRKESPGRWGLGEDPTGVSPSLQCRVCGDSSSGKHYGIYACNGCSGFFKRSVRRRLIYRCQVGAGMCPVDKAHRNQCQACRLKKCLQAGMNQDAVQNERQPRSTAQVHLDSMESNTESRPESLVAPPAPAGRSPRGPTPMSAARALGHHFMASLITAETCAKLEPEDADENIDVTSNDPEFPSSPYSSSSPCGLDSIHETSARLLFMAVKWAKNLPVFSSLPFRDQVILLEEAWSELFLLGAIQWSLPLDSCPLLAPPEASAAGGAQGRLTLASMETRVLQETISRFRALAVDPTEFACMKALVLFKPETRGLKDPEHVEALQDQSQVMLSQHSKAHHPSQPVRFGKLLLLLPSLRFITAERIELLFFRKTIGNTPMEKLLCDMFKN
KKLEB cytotox – cytotoxicity in KKLEB CF airway cells, primary screen, cytotoxicity control for CF NF-kB inhibitor project, cell-based, uHTS, fluorescence assay plates. activity change (cytotoxicity), % at 5 µM. 0.36% of 360,000 active. KKLEB CF airway cells viability, ATPlite luminescence, overnight; hits give low values; cells stimulated with P. aeruginosa culture filtrate;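 active = corrected activity change at or below -50% at 5 µM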
Peg3 prom inh – Peg3 promoter-driven luciferase inhibitors, primary screen, cell-based, HeLa, luciferase luminescence; HeLa PEG-Prom luciferase reporter, overnight; inhibition, % at 20 µM; 1.7% of 360,000 active;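 active = inhibition of at least 50% at 20 µM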
TWEAK Fn14 block – inhibitors of TWEAK-Fn14 signaling, primary screen, luciferase reporter cells, uHTS | TWEAK-stimulated Fn14 reporter cells, luciferase luminescence, 8 h | inhibition, % at 10 µM | 2% of 360,000 active; in the data active = inhibition above about 50%
Shn3 inh set2 – reduction of Shn3 3'UTR firefly luciferase signal, primary screen, Schnurri-3 inhibitor project, cell-based, Clone20 osteoblasts, set 2 | inhibition, % at 12.5 µM | 0.52% of 360,000 active | Clone20 osteoblast Shn3 3'UTR firefly luciferase, 24 h;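 active = mean inhibition of at least 75% with every replicate also reaching 75%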;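 note: 0% = median of neutral control wells and 100% = pilot-screen positive control compound; some compounds past the cut are filed as inactive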
MITF TRPM1 inh – inhibitors of MITF-dependent TRPM1 promoter reporter, primary screen, cell-based, SK-MEL-5, single point, luciferase | 0.83% of 330,000 active | SK-MEL-5 TRPM1 promoter luciferase, 24 h | inhibition, % at 12.5 µM;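 active = mean inhibition across replicates of 60% or more, whatever share of single replicates reaches that level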; note: values of inactives mirror those of a sister screen read the other way
HIF-2a block – HIF-2a reporter inhibitors, primary screen, luminescence, 786-0 RCC cells; 786-0 RCC cells HIF-2a reporter, luciferase luminescence, overnight; inhibition, % at 18.8 µM; 0.72% of 360,000 active;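 active = inhibition of the luminescence signal of 40% or more relative to plate controls, in a single-dose primary screen at 18.75 µM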
iPSC survival up – enhancers of single-cell hiPSC survival, primary screen, ATPlite luminescence. 100% = ROCK inhibitor wells, 0% = DMSO. survival enhancement, % at 20 µM. 0.044% of 360,000 active. AID 602274, 2012; in the data active = survival enhancement above about 18%;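 note: cells exposed to compounds for 16 hours before the ATP read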
NR2E3 ag-2 – inhibitors of NR2E3-RetCOR corepressor binding, primary screen, NR2E3 agonist project, biochemical, TR-FRET, GST-NR2E3, biotin-RetCOR | 1536-well | inhibition of corepressor binding, % at 4.78 µM | 0.12% of 320,000 active | AID 2300, 2010;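 active = percent inhibition above the cutoff of mean plus 3 SD of all tested compounds, set per screening campaign, cut at about 20% in these data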;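 note: 0% = DMSO wells and 100% = biotin wells as full block of FRET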
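Material: NR2E3–RetCOR corepressor complex / Incubation: Compound–protein incubation for 5 h at 4 °C / Dosing: compound at 4.8 µM, single dose / Detection: time-resolved FRET / Benchmarks: high control biotin, low control 0.6% DMSO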
CF NFkB block – inhibitors of PAF-induced NF-kB signaling, primary screen, cell-based, GFP fluorescence, uHTS; KKLEB NF-kB-GFP reporter, GFP fluorescence overnight; inhibition, % at 5 µM; 0.86% of 360,000 active; AID 588850, 2011;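 active = at least 50% inhibition at 5 µM, scaled per plate between neutral and stimulator controls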;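 note: PAF is a Pseudomonas aeruginosa culture filtrate used as stimulus; plate controls were PAF-stimulated DMSO wells for no effect and unstimulated DMSO wells for full effect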
* marks the source's active call; other numbers are inactive results; . = no result given.

SMILES	aDG glyco act	NR2E3 ag-1	KKLEB cytotox	Peg3 prom inh	TWEAK Fn14 block	Shn3 inh set2	MITF TRPM1 inh	HIF-2a block	iPSC survival up	NR2E3 ag-2	CF NFkB block
CCCNC(=O)c1cccc(Cn2cc(Br)c([N+](=O)[O-])n2)c1	0.2	-2.4	4.8	16.6	0.4	-6.6	12.4	21.5	2.7	0.4	-8.9
O=C(NCCc1ccccc1)C(c1ccccc1)N(C(=O)c1csnn1)C1CC1 (stereo not drawn)	0.0	-10.1	0.9	3.6	10.9	-6.0	0.8	6.2	2.4	0.6	-7.2
O=C(NN=CC=Cc1ccccc1)C(O)C(O)C(=O)NN=CC=Cc1ccccc1 (stereo not drawn)	-0.4	10.8	-10.9	-6.7	19.4	12.3	-3.3	8.8	-2.4	.	7.7
C=CCn1c(SCC(=O)Nc2c(C)n(C)n(-c3ccccc3)c2=O)nc2ccccc2c1=O	0.5	9.5	-1.3	15.9	13.4	7.2	3.0	3.4	-2.2	0.1	0.3
CCCCN(C(=O)NC(=O)C1=C(N2CCOCC2)/C(=C/c2ccccc2)CC1)S(C)(=O)=O	0.0	-12.2	-2.1	-23.6	4.1	-1.3	-10.3	-31.2	-0.5	-1.6	7.0
Cc1cc(N2CCN(c3ccccc3Cl)CC2)n2cc(-c3ccccc3)nc2n1	5.6	-0.1	-2.9	-4.7	16.1	6.9	6.5	-31.5	6.1	-2.1	-11.8
CC1(C(=O)NCCc2c[nH]c3ccccc23)C=CCN1C(=O)c1ccccc1 (stereo not drawn)	0.1	-8.8	3.8	-11.8	12.2	2.5	-9.4	-24.8	-3.2	-1.4	-5.4
O=C(CN1C(=O)c2cccnc2Oc2ccc(Cl)cc21)NCCC1=CCCCC1	-0.2	-17.8	5.8	10.0	-6.9	-6.5	2.8	-10.8	-0.5	0.5	-14.9
CCOC(=O)c1c(C)[nH]c(C(=O)COC(=O)c2cnc(C)cn2)c1C	-0.2	9.7	7.3	23.8	-21.3	12.8	11.1	11.2	0.2	-3.7	5.3
COC(=O)[C@@]1(Cc2ccc(F)cc2)[C@H]2c3cc(C(=O)N4CCCC4)n(CCc4ccc(OC)c(Br)c4)c3C[C@H]2CN1C(=O)c1ccccc1	0.5	-8.0	.	.	4.4	.	.	-22.6	-1.3	.	.

Among those listed so far, 2 contain a Cl atom:
SMILES	aDG glyco act	NR2E3 ag-1	KKLEB cytotox	Peg3 prom inh	TWEAK Fn14 block	Shn3 inh set2	MITF TRPM1 inh	HIF-2a block	iPSC survival up	NR2E3 ag-2	CF NFkB block
Cc1cc(N2CCN(c3ccccc3Cl)CC2)n2cc(-c3ccccc3)nc2n1	5.6	-0.1	-2.9	-4.7	16.1	6.9	6.5	-31.5	6.1	-2.1	-11.8
O=C(CN1C(=O)c2cccnc2Oc2ccc(Cl)cc21)NCCC1=CCCCC1	-0.2	-17.8	5.8	10.0	-6.9	-6.5	2.8	-10.8	-0.5	0.5	-14.9

Further results:
SMILES	aDG glyco act	NR2E3 ag-1	KKLEB cytotox	Peg3 prom inh	TWEAK Fn14 block	Shn3 inh set2	MITF TRPM1 inh	HIF-2a block	iPSC survival up	NR2E3 ag-2	CF NFkB block
Cc1csc(NC(=O)CSc2nnnn2C)n1	0.3	-45.2	8.7	-63.7	-26.3	-68.3	-22.0	-88.1	9.4	0.6	-7.4
O=C1CCC(=O)N1CC(=O)N(c1ccccc1)c1ccccc1	0.2	-7.7	5.1	6.3	-2.4	-3.9	1.2	4.3	-1.4	2.7	-3.4
Cc1c(C(=O)OCC(=O)c2ccc3c(c2)OCCO3)oc2ccccc12	-0.1	-32.0	5.4	-222.7	-35.0	-18.9	-29.9	-199.0	1.8	0.4	-1.6
CCOC(=O)N1CCC(NC(=O)Cn2c3c(c(-c4ccccc4Cl)cc2=O)CCC3)CC1	0.0	7.7	14.6	12.4	2.6	19.2	10.2	11.6	-1.6	2.8	1.8
O=C(Nc1ccc(F)cc1)C1CCC(CNc2c(N3CCCCC3)c(=O)c2=O)CC1 (stereo not drawn)	0.0	15.1	-3.7	20.1	-8.4	-6.2	-9.7	14.8	0.0	-1.7	-10.3
CCn1c(O)c(/C=C/C=C/C=Nc2ccccc2)sc1=S	-0.2	-15.6	1.2	-16.2	0.2	-15.2	-12.2	-34.4	0.1	1.1	11.5
CCOC(=O)c1c(C)[nH]c(C(=O)COC(=O)/C=C/c2cccc(OC)c2OC)c1C	0.0	-0.3	-48.7	22.9	3.9	15.6	3.2	19.9	0.5	3.2	35.4
CCOC(=O)c1[nH]c(=O)[nH]c1COC(=O)c1cc2ccccc2o1	0.2	-17.1	4.2	-14.4	-0.6	9.6	1.2	5.2	-1.2	1.5	17.5
CCN(CC)C(NC(=O)Cc1ccccc1)C(Cl)(Cl)Cl (stereo not drawn)	-0.3	2.2	1.4	1.6	-4.2	-11.9	-6.4	5.8	-1.8	-1.2	0.1
O=C(COC(=O)CNC(=O)c1ccccc1)Nc1ccc(F)c([N+](=O)[O-])c1	0.6	11.1	5.2	-3.1	-24.5	-7.0	-10.5	2.9	1.8	1.6	-4.5

In a second layout: 2 of the compounds above.
canonical_smiles | aDG glyco act | NR2E3 ag-1 | KKLEB cytotox | Peg3 prom inh | TWEAK Fn14 block | Shn3 inh set2 | MITF TRPM1 inh | HIF-2a block | iPSC survival up | NR2E3 ag-2 | CF NFkB block
O=C(COC(=O)CNC(=O)c1ccccc1)Nc1ccc(F)c([N+](=O)[O-])c1 | 0.6 | 11.1 | 5.2 | -3.1 | -24.5 | -7.0 | -10.5 | 2.9 | 1.8 | 1.6 | -4.5
Cc1cc(N2CCN(c3ccccc3Cl)CC2)n2cc(-c3ccccc3)nc2n1 | 5.6 | -0.1 | -2.9 | -4.7 | 16.1 | 6.9 | 6.5 | -31.5 | 6.1 | -2.1 | -11.8

New compounds follow:
SMILES	aDG glyco act	NR2E3 ag-1	KKLEB cytotox	Peg3 prom inh	TWEAK Fn14 block	Shn3 inh set2	MITF TRPM1 inh	HIF-2a block	iPSC survival up	NR2E3 ag-2	CF NFkB block
O=C(CS)Nc1ccc2ccccc2c1	0.0	-25.0	17.3	-22.8	-2.0	-24.2	6.5	-2.2	1.1	3.1	-40.8
COc1ccc(OCc2nc(N)nc(Nc3ccc(C)cc3)n2)cc1	0.0	-15.1	-14.8	-74.7	-21.8	-24.5	-46.5	-85.5	-2.4	1.8	5.6
COc1ccc(NC(=O)CSc2nnc(CN3CCOCC3)n2-c2ccccc2)cc1Cl	-0.4	-23.6	1.8	13.6	13.5	11.9	-0.3	-5.9	0.9	1.6	-6.4
O=C(NCc1nc2ccccc2[nH]1)c1cccc(S(=O)(=O)N2CCOCC2)c1	-0.2	-15.6	8.4	8.4	8.5	-2.4	8.3	12.8	-0.4	-1.9	-4.6
FC(F)(F)c1cc(Cl)c2nc(-c3ccccc3)c(Cc3cccc(Cl)c3)n2c1	0.0	38.8	.	.	29.2	.	.	-20.2	-0.2	.	.
CCCCOc1ccccc1-c1ccccc1CN1[C@@H](C(C)C)COCCS1(=O)=O	0.2	2.4	0.4	43.3	-16.6	13.1	-6.2	-11.3	-0.7	.	10.0
O=C(NC1CCCc2ccccc21)C1CCN(S(=O)(=O)N2CCCCCC2)CC1 (stereo not drawn)	-0.1	28.5	-2.0	6.5	-40.0	40.7	15.1	-11.4	-2.4	3.5	-20.3
Fc1ccc(-c2nn3c(C4COc5ccccc5O4)nnc3s2)cc1 (stereo not drawn)	-0.1	-31.1	9.5	-54.1	-27.4	3.8	-0.2	-79.0	0.3	-1.9	-12.5
CCCc1ccc2oc(C(=O)N(Cc3ccncc3)CC3CCCO3)c(C)c2c1 (stereo not drawn)	1.2	-9.9	-12.2	-17.2	2.2	24.1	-7.5	-66.9	0.0	-0.3	-17.1
CCOC(=O)c1cccc(NC(=O)CC2Oc3ccccc3NC2=O)c1 (stereo not drawn)	0.1	6.3	-12.4	21.3	-10.9	10.6	20.7	12.8	1.4	1.8	-5.8
O=C(Nc1cccc(NC(=O)c2cccc(F)c2)n1)c1cccc(F)c1	0.0	-52.2	15.4	-73.7	0.6	-21.4	-27.9	-161.4	-0.4	1.8	0.0
O=C(Cc1ccc(Br)cc1)NNC(=O)Nc1ccc(Cl)cc1	-0.2	-10.9	-3.2	19.1	-13.1	-19.9	5.6	22.1	-2.5	-2.0	-3.1
CC(=O)N(C)c1ccc(OCC(O)Cn2c(C)nc3ccccc32)cc1 (stereo not drawn)	-0.1	-10.3	-7.2	9.8	16.7	70.6	15.6	16.1	-0.4	1.3	-14.7
C#CCOCCOCCOCCNc1nc(N2CCN(C(=O)[C@H]([C@@H](C)CC)n3cc(CCC(=O)O)nn3)CC2)nc(N2CCN(C(=O)[C@H](CCCCN)n3cc(CCCC)nn3)CC2)n1	0.0	-34.8	11.3	-13.5	2.3	-36.2	5.5	-9.1	-1.8	.	7.2
Cc1nn(-c2ccccc2)c2[nH]c(=O)cc(C(F)F)c12	-0.2	-11.2	2.2	-1.9	-6.2	11.4	2.6	10.2	-0.5	-1.0	2.2
COc1cc(C(C)=O)ccc1Oc1cnccn1	0.0	-16.6	3.1	7.4	-2.6	-16.6	12.5	13.1	1.0	-0.6	-3.7
Cn1cc(CNC(=O)C2CCC(=O)N(Cc3ccccc3F)C2)cn1 (stereo not drawn)	-0.3	22.7	1.8	-11.7	-2.6	-8.2	2.6	5.4	0.0	3.5	19.0
CN1CCN(c2cc(=O)n(-c3ccc(Cl)cc3)c(=O)[nH]2)CC1	0.1	-14.5	3.7	-4.6	-1.9	16.7	.	14.9	-1.1	1.5	16.6
Cc1ccc(OCCOCCN2CCCC2)c(Br)c1	0.1	-4.6	6.2	7.4	2.3	-3.4	2.8	1.4	-0.3	-3.6	-15.4
CC(C)CC(=O)c1c[nH]c(C(=O)NCc2ccc(F)cc2)c1	0.1	5.3	-12.7	20.8	-3.7	-6.0	16.6	11.9	-0.5	-3.3	18.2
Oc1c(CN2CCOCC2)ccc(CN2CCOCC2)c1O	0.2	-14.6	-7.3	5.0	2.4	-30.0	11.2	9.7	4.3	.	17.1
O=C(CSc1nc2c([nH]c3ccccc32)c(=O)n1-c1ccc(F)cc1)NCc1ccco1	-0.1	-24.7	6.3	15.7	17.3	-1.3	9.6	21.8	-0.1	3.2	-25.7
Cc1ccccc1NC(=S)Nc1cccc([N+](=O)[O-])c1	0.0	-10.1	3.2	8.5	-5.7	4.6	-6.9	-57.4	-2.7	0.3	-5.2
CCOC(=O)CC(=O)Nc1cc2ccc(OC)c(OC)c2cc1C(=O)OCC	0.1	-14.2	-0.1	1.5	-3.3	-12.9	.	-9.8	2.3	.	1.5

Assay outcomes: PubChem BioAssay, several laboratories
